High-throughput results deposited in PubChem by several laboratories.
SIAE inh: inhibitors of human sialic acid acetylesterase SIAE; SIAE FP-Rh probe binding, fluorescence polarization; inhibition, % at 9.66 µM; AID 1053197; Q9HAT2; 0.69% of 370,000 active;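 active = inhibition above a cutoff: mean of compounds within the control limits plus 3 SD of those, cut at about 17% in these data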;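 also: 0% = plate median of compound wells and 100% = probe without SIAE protein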
LEDGF integ inh: blocks HIV-1 LEDGF/p75-dependent DNA integration. TR-FRET IN-LEDGF/p75 DNA integration, Eu/Cy5. inhibition, % at 3.7 µM. 0.64% of 370,000 active. AID 743269;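 active = inhibition above the screen-wide mean plus 3 SD, cut at about 13% in these data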;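 also: signal is the Cy5 over europium emission ratio at 671 and 618 nm; 0% = plate median of compound wells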
PRMT1 inh: blocks human protein arginine methyltransferase 1; Q99873; inhibition, % at 2.79 µM; AID 652257; 1.3% of 370,000 active; recombinant PRMT1, activity-based probe fluorescence polarization;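 active = inhibition above about 21% made by adding two undisclosed values, limit read from the data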
Target sequence (Q99873 whole entry, looked up): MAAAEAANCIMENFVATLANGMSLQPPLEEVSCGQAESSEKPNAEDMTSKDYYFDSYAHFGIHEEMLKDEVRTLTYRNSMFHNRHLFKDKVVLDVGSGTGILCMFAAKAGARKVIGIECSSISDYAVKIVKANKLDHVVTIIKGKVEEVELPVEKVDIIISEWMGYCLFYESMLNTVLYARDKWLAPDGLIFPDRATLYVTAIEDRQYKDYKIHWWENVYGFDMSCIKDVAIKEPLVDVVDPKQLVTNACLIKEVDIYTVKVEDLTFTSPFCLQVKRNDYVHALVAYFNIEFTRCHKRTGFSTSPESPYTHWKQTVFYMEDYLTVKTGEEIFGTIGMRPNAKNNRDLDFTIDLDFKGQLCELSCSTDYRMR
TCR CD3 inh: blocks the human TCR-CD3 interaction; 0.37% of 360,000 active; inhibition, % at 9.4 µM; TAMRA-labeled TCR probe fluorescence, biochemical; in the data active = inhibition above about 19%;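 also: recombinant mutant TCR 2C K166C tagged with TAMRA read by polarization; 0% = receptor in buffer alone and 100% = receptor with positive control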
ABHD4 inh: inhibits mouse alpha/beta hydrolase domain 4; Q8VD66; purified mABHD4, FP-Rh probe fluorescence polarization; inhibition, % at 8.92 µM; 0.54% of 370,000 active; AID 720543;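 active = inhibition exceeding the mean over every tested compound plus 3 SD, cut at about 30% in these data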;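 also: 0% = plate median of compound wells and 100% = S159A mutant with DMSO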
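system = mouse ABHD4 enzyme, wild type | medium = HEPES pH 7.0, NaCl, Pluronic buffer | also added = FP-Rh probe | incubation = Enzyme–compound pre-incubation 45 min, then probe 60 min, both 25 °C | technique = fluorescence polarization, excitation 525 nm, emission 598 nm, BODIPY TMR filters | controls = S159A mutant high control, sample median low control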
Rev-erbA mod: Rev-erb alpha (human) modulation; P20393; Rev-erbα–FITC-DNA binding, fluorescence polarization, 90 min; activity, % at 10 µM; 0.79% of 370,000 active;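 active = activity above about 14%, limit read from the data; passing the limit was not always enough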;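 also: 0% = DMSO wells with 35 nM protein and 100% = DMSO wells with 750 nM protein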
Target sequence (P20393 whole entry, looked up): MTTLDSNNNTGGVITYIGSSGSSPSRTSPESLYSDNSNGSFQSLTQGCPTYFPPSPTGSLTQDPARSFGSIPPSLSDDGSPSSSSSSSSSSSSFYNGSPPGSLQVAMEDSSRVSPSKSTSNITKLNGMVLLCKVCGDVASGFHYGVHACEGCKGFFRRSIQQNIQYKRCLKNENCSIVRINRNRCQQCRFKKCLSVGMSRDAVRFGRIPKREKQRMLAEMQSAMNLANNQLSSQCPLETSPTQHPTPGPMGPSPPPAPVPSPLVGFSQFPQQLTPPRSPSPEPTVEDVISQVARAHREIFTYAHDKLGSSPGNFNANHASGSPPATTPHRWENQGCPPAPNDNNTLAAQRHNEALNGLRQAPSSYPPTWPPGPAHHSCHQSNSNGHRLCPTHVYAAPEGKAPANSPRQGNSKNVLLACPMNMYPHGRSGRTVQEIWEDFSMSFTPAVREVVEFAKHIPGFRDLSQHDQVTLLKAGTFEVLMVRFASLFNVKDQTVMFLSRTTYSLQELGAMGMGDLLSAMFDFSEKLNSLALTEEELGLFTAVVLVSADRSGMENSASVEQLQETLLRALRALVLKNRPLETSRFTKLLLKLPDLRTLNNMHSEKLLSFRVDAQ
PG9 Ab binder: small molecules binding HIV-1 gp120 antibody PG9 | TR-FRET gp120-PG9 antibody binding | inhibition, % at 6.7 µM | 0.43% of 360,000 active | AID 624416; in the data active = inhibition above about 8.5%
TDP2 absorb: TDP2 (human) inhibition, absorbance primary screen; recombinant TDP2, T5PNP hydrolysis, p-nitrophenol absorbance 415 nm; inhibition, % at 12.8 µM; 0.34% of 370,000 active;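 active = inhibition above the mean of all tested compounds plus 3 SD, set per campaign, cut at about 25% in these data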;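 also: 0% = DMSO with enzyme and 100% = buffer with substrate but no TDP2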
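test system = human TDP2 enzyme | input = TDP2 enzyme at 120 nM final | medium = 50 mM Tris-HCl pH 7.5 with Mg2+, KCl, DTT, BSA | also added = T5PNP substrate, 5 mM | times = 2 h at 37 °C | technique = epi absorbance | benchmarks = high control without enzyme, low control DMSO plus TDP2 | replication = each compound tested once, singlicate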
HTRA1 inh: blocks human HTRA1 serine peptidase. 0.5% of 340,000 active. recombinant HTRA1, FP-rhodamine activity-based probe, fluorescence polarization. inhibition, % at 5.96 µM; in the data active = inhibition above about 36%;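 also: 0% = enzyme with DMSO and 100% = wells lacking enzyme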
rCAG RNA binder: molecules binding r(CAG) RNA repeats; r(CAG) RNA repeat, TO-PRO-1 dye displacement fluorescence; inhibition, % at 3 µM; 1.3% of 370,000 active; AID 651821;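 active = inhibition above the plate cutoff, the mean of all test compounds on that plate plus 3 SD, cut at about 35% in these data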;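 also: 0% = DMSO alone and 100% = 100 µM mitoxantrone as full dye displacement; higher means more dye released from RNA so lower well fluorescence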
Starred values were filed as active, the others as inactive; . = not tested or not shown.

Results follow in this order: SIAE inh, LEDGF integ inh, PRMT1 inh, TCR CD3 inh, ABHD4 inh, Rev-erbA mod, PG9 Ab binder, TDP2 absorb, HTRA1 inh, rCAG RNA binder
> COc1cc2nc(/C=C/c3cc(OC)c(OC)c(OC)c3)sc2cc1SC
    2, -1, 1, 2, -11, 2, 1.5, 0, -19, 14
> COc1ccc(Cl)cc1NC(=O)CCn1c(=O)oc2ccccc21
    1, 2, -2, 1, -1, -7, -1.2, -14, -1, -4
> CCC(=O)N1CCc2cc(S(=O)(=O)NCCC(=O)NCc3ccccc3OC)ccc21
    7, 1, -4, 11, -3, -3, -2.4, 16, -1, -4
> O=C(Nc1cccc(NC(=O)C2CC3CCCC(C2)C3=O)n1)C1CC2CCCC(C1)C2=O (stereo not given)
    0, 4, 0, 2, -5, -2, -1.5, 0, -9, -7
> N#Cc1cnn(-c2nc3sc4c(c3c(=O)[nH]2)CCCC4)c1N
    -1, -1, -3, -2, 6, 2, 1.1, 8, 3, 5
> CC(C)N(C(=O)COC(=O)c1cccc(S(=O)(=O)N2CC3(C)CC2CC(C)(C)C3)c1)C(C)C (stereo not given)
    -13, -1, 2, 5, 5, 3, 0.0, -7, -25, 0
> CCCCN(C)CCNC(=O)c1nn(-c2ccc(OC)cc2)c(=O)c2c1c1ccccc1n2C
    -9, 2, 2, -9, 1, 3, 2.0, -4, -16, 1
> COc1cc(Br)cc(/C=N/NC(=O)Cc2ccc(C(F)(F)F)cc2[N+](=O)[O-])c1O
    -3, -4, -1, 13, 10, 4, -1.4, -6, 10, 6
> COc1ccc(N2C(S)=C(C#N)C(=O)NC2c2ccc(OC)c(OC)c2)cc1 (stereo not given)
    7, 2, 2, -3, 3, 4, 0.1, -10, -2, 2
> O=C(CCC(=O)c1cccs1)NCc1ccc(Cl)cc1
    -3, -2, 1, 4, -3, -3, -1.3, 3, 2, -2
> COc1ccc(OC)c(S(=O)(=O)N(C)CC(=O)N2CCCCC2)c1
    -6, 1, 1, -3, -3, -1, -2.2, 14, 4, -4
> COc1ccc(C(=S)N2CCCC2)cc1Br
    0, 0, 1, 4, 2, 0, -0.1, 7, -4, -1
> COc1ccc(CN2CCN(C(=O)CC(C)C)CC2)cc1Br
    0, -3, 3, 7, 12, 3, -1.2, 8, 7, -4
> COc1ccc(C(c2sc3nc(C)nn3c2O)N2CCN(CCO)CC2)cc1OC (stereo not given)
    3, 4, -4, 1, -9, 0, -2.1, -8, -1, 5
> Cc1cc(N/N=C/c2ccc(O)cc2)nc(NS(=O)(=O)c2ccccc2)n1
    -2, 2, -2, 5, 3, -1, -2.4, 1, -1, 5
> COc1ccc(C2CCCCC2SCC(=O)O)cc1OC (stereo not given)
    -2, 0, -5, 6, 5, 2, -2.2, 5, 5, -1
> CN(C[C@H](CC1CCCCC1)N(C[C@H](Cc1ccccc1)N(CCc1ccccc1)N=O)N=O)N=O
    -5, -3, 1, 4, -8, 3, -0.5, 9, -21, 5
> CCOC(=O)CCNC(=O)N1CCCC(CNS(=O)(=O)Cc2ccccc2)C1 (stereo not given)
    13, 5, -2, 7, -1, -6, -3.9, -10, 2, -5
> CC1(C)Cc2c(sc(NC(=O)C(=O)N3CCOCC3)c2C#N)CO1
    -3, 0, -1, 2, -9, 0, -1.8, -10, 10, -1
> CSCCC(NC(=O)c1ccc(Cl)cc1Cl)C(=O)NCc1ccccn1 (stereo not given)
    -5, 3, -2, -2, -11, -1, -2.1, -1, -3, 1
> CC(Oc1ccc2c(-c3ccccc3)cc(=O)oc2c1)C(=O)NCCCn1ccnc1 (stereo not given)
    -1, 1, -2, 4, 1, -10, 1.1, -7, -1, -1
> COc1cc(CC(NC(C)=O)C(=O)NC2CCN(c3nc(C)cc(C)c3C#N)CC2)cc(OC)c1 (stereo not given)
    -5, -3, 4, -9, 2, 13, -0.8, 5, -4, -2
> CC(=O)c1cccc(NC(=O)c2cnn3c(C)cc(C)nc23)c1
    1, -5, 8, ., -1, -7, ., -4, ., .
> Nc1nc2c(ncn2[C@@H]2O[C@H](C(=O)NCC(F)(F)F)[C@@H](O)[C@H]2O)c(=O)[nH]1
    4, 2, 3, -5, -4, 3, 0.9, -7, ., 1
> CC(C)(C)OC(=O)N1Cc2ccccc2C[C@H]1C(=O)NCC(=O)Nc1ccc2c(c1)OCCO2
    -4, 4, 2, 9, -9, 7, -2.3, -3, -1, -3
> Cc1ccc(S(=O)(=O)N2CCN(C(=O)N(c3ccccc3)c3ccccc3)CC2)cc1
    1, 2, 3, -6, 5, 2, 0.3, 5, -14, 3
> CC(C)OC(=O)/C(=C/c1ccc(Br)cc1)NC(=O)c1ccco1
    -1, -1, -2, 5, 12, 0, -0.1, -15, -4, -7
> Cc1ccc2nc3c(cc(S(=O)(=O)c4ccccc4)c(=N)n3C3CCCC3)c(=O)n2c1
    2, -1, 1, -2, 11, -7, 0.2, 0, 3, 7
> CCOC(=O)N1CCC(NC(=O)c2ccc(CS(=O)(=O)c3ccccc3C)o2)CC1
    5, -1, 0, 3, 1, -9, -1.3, 6, -4, 1
> O=C(CN1CCN(c2ccc(O)cc2)CC1)NC1CCCc2ccccc21 (stereo not given)
    8, 5, 26*, -3, 15, -1, 0.5, 2, ., 2
> COC(=O)c1ccc(NC2c3ncccc3C(=O)N2Cc2cccs2)cc1 (stereo not given)
    0, 1, 3, -6, 4, 6, -0.5, 8, -2, 1
> COC(=O)C1CCN(S(=O)(=O)CCNC(=O)c2cccc(OC)c2)CC1
    -1, 8, -2, -6, -3, -3, -0.1, 2, -2, -1
> C#CCNC(=O)C[C@@H]1C(=O)N(CC=C)C2=CCCCC[C@]21C(=O)OC
    -3, -2, -2, ., 7, 2, ., 0, ., 5
> COc1ccccc1CNC(=O)COC(=O)CSc1ccc(F)cc1
    0, 2, -2, 9, 3, -2, -0.8, 10, -7, -7
> CCc1cccc(NC(=O)CS(=O)Cc2nc(-c3ccc(C)cc3)oc2C)c1 (stereo not given)
    -5, -2, 2, -2, -5, 0, -1.5, -6, -20, 0
> CCn1c(=O)n(CC)c2cc(S(=O)(=O)Nc3c(C)cccc3C)ccc21
    8, 1, -5, 3, 3, -4, 1.6, -8, 1, 1
> CC(=O)NC(c1cccs1)c1cc(F)c2cccnc2c1O (stereo not given)
    7, -9, -3, 10, 9, -1, 0.0, -5, 35, -1
> COC(=O)C[C@H]1CC[C@H](NC(=O)c2ccc(F)cc2)[C@@H](CO)O1
    -3, 4, -4, -1, -4, 3, -1.7, -2, ., 3
> Cc1nc2ccccc2c(=O)n1NC(=O)c1ccccc1Br
    -4, -1, -1, -1, -2, 3, -0.9, 0, 2, 6
> Cc1cc(=O)oc(C)c1C(=O)NCc1ccccn1
    -3, 1, 0, 2, 5, -4, 3.4, 5, 5, -1
> COc1ccc(-c2nnc(SCC(=O)N3c4ccccc4Sc4ccccc43)o2)cc1
    -5, 0, 0, 0, 8, -3, 2.6, 3, -2, 0
> COc1cc(CNC(=O)Nc2nc(C(N)Cc3ccc(C(F)(F)F)cc3)cs2)cc(OC)c1OC (stereo not given)
    -5, 6, -3, -3, -7, 0, -0.4, -2, ., 8
> CCn1c(=O)n(CC(=O)N2CCN(c3ccccc3F)CC2)c(=O)c2ccccc21
    3, 1, 2, -5, 3, -2, 0.6, 5, -8, -9
> O=C(NN=C1CCCCC1)c1ccccc1-n1cccc1
    3, -2, 3, -2, -3, -1, 0.2, -3, -7, -1
> CN(CC(=O)Nc1ccc(OC(F)(F)F)cc1)C(=O)Cc1c(Cl)cccc1Cl
    -8, 3, -3, -1, 2, -1, -3.6, 7, -11, -1
> CC[C@]12c3[nH]c4ccc(OC)cc4c3CCN1C(=O)C(CC(=O)NCCc1ccccn1)C[C@@H]2C(=O)N1CCN(C(=O)C2CC2)CC1 (stereo not given in full)
    1, -6, 4, -7, 5, -6, -1.6, 2, 5, 2
> COc1cc(C(=O)OC2CC3CCC2(C)C3(C)C)ccc1OC(C)=O (stereo not given)
    -1, -6, 0, -4, -1, -4, -0.7, -3, 4, -2
> Cc1cc(N(C)Cc2ccccc2)nc(-c2ccccc2)n1
    7, 3, -1, 0, -11, 4, 1.6, 4, -26, -6
> CCc1nc2c(OCCOc3ccccc3)cccn2c1N(C)C(=O)c1ccc(C)cc1
    0, -2, 4, -4, 4, -8, -0.1, -10, ., 1
> COCCNC(=O)c1nn2cccnc2c1Cl
    3, 4, -3, 3, -5, 0, -2.5, -13, 7, 4
> Cn1c(=O)[nH]c(=O)c2c1nc(SCCN1CCOCC1)n2Cc1ccccc1
    1, 2, -4, 4, -1, 3, -1.2, 2, -1, -7
> c1cc(-c2ccsc2)n2cnnc2c1
    4, 3, 3, 1, 6, 1, 0.3, 8, ., 1
> Cc1ccc(-c2nn(-c3ccccc3)cc2C(=O)Nc2cccc(S(=O)(=O)NC3=NCCC3)c2)cc1
    -82, 2, -2, 0, -67, -1, 0.3, -3, -99, 16
> CCOC(=O)C(NC(=O)CC)(Nc1ccc(S(=O)(=O)Nc2ncccn2)cc1)C(F)(F)F (stereo not given)
    3, -1, -2, 4, 2, -5, -0.9, -4, 5, 0
> CC(NC(=O)c1cccs1)C(=O)NC1=NCCS1 (stereo not given)
    0, -5, 8, -4, 2, -2, -0.8, -7, -1, -2
> CCC(C)(C)NC(=O)C(c1ccc(OC)cc1)N(Cc1cccs1)C(=O)CCC(=O)Nc1cc(C)on1 (stereo not given)
    -1, 1, -2, 1, -2, 0, -2.4, -7, -23, -7
> Cc1ccc(C)c(OCC(=O)O/N=C(\N)c2cccc([N+](=O)[O-])c2)c1
    -8, 5, -4, -1, -5, -4, -2.1, -14, 2, 2
> CCCCc1nnc2c(N(C)S(=O)(=O)c3ccc(C)cc3)nc3ccccc3n12
    -11, 2, -2, 2, -11, -2, -0.6, -28, 2, 3
> CN(C)N1C(N)=C(C#N)C(c2cccs2)C2=C1CC(C)(C)CC2=O (stereo not given)
    5, 0, 0, 1, -5, 3, -1.4, 14, ., -2
> Cc1cccc(NC(=O)Cn2cc(C(=O)C3CC3)c3ccccc32)c1C
    -3, 3, -7, -4, -12, 7, -1.4, -17, -14, 4

Other results follow.
Results follow in this order: SIAE inh, LEDGF integ inh, PRMT1 inh, TCR CD3 inh, ABHD4 inh, Rev-erbA mod, PG9 Ab binder, TDP2 absorb, HTRA1 inh, rCAG RNA binder
> COC(=O)c1cc(OC)cc(O)c1C(=O)c1c(O)cc(C)cc1O
    6, 2, 7, 1, 10, -7, -2.4, 14, -1, 6
> Fc1ccc(N2CN(Cc3cccnc3)CNC2=S)cc1
    5, 2, -3, -7, 0, -7, -1.1, -4, ., -9
> Cc1nnc(C)c2c(C)n(-c3ccccc3)c(C)c12
    9, -2, -14, 4, 7, -3, -2.3, 7, 8, 2
> O=C(CSc1nnc(CNC(=O)c2c(F)cccc2F)o1)Nc1ccc2c(c1)OCO2
    5, 0, 6, -8, 1, 4, -2.0, -10, -5, 0
> CC1(c2ccc(OC(F)F)cc2)NC(=O)N(CC(=O)Nc2ccc(N3CCCCC3)cc2)C1=O (stereo not given)
    1, -9, 5, -9, 4, -5, 0.8, -14, 2, 3
> CC(C)(C)c1ccc(OCC(=O)NNC(=S)NC(=O)c2ccco2)c(Br)c1
    -1, 0, 0, 1, 4, -2, -1.0, 1, -8, 3

These rows are one share of the data; rates above refer to the full screens.
